Bioassay records from PubChem BioAssay.
PDI turbidity: inhibitors of human protein disulfide isomerase; PDI insulin aggregation turbidity, A650, 90 min; 350,000 tested, 0.052% active; inhibition, % at 10 µM; P07237; AID 588391;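 active = mean inhibition across replicates of 30% or more, whatever share of single replicates reach that level; inconclusive = mean inhibition below 30% while every single replicate reaches 30%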;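 note: absorbance from insulin aggregation driven by PDI reduction with DTT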
ABCB6 inh 2: blocks the human ABCB6 transporter; Q9NP58; K562-ABCB6 porphyrin accumulation, flow cytometry, 1 h; active compounds read low; fluorescence ratio to DMSO, % at 10 µM; 360,000 tested, 0.19% active; AID 602162;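 active = fluorescence ratio to DMSO below 75%, the collection mean minus 3 SD; inconclusive = too few cells collected in the well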;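 note: signal is porphyrin accumulated inside mitochondria; 100% equals median channel fluorescence of DMSO control wells; lower ratio means ABCB6 inhibition with less porphyrin fluorescence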
Target sequence (Q9NP58 whole entry, looked up): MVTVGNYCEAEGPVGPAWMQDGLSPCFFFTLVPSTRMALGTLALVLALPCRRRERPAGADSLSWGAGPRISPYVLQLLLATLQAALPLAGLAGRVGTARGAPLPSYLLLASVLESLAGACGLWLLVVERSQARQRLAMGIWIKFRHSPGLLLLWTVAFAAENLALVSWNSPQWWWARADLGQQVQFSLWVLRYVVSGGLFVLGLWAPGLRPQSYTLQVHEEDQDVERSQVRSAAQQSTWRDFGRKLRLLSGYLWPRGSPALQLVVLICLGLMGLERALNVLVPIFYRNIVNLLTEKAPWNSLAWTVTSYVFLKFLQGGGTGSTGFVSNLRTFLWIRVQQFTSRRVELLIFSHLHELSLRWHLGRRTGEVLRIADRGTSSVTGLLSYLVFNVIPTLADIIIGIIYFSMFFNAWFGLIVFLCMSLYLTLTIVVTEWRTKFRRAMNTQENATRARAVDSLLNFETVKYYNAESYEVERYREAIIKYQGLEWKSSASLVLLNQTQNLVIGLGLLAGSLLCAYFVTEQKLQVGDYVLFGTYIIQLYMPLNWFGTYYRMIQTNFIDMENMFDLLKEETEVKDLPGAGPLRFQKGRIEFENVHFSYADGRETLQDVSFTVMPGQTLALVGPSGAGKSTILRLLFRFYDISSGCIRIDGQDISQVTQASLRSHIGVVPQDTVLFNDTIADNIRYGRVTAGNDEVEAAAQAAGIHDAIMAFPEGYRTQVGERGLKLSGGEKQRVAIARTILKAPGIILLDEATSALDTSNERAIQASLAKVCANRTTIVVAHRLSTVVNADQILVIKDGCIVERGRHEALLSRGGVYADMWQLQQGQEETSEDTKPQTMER
aDG glyco act: alpha-DG glycosylation activation; Pro5-aDG cells, alpha-DG glycosylation AlphaScreen (IIH6); 0% Pro5, 100% B10-LARGE cell signal; AID 624168; activation, % at 10 µM; 360,000 tested, 0.22% active;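 active = activation of at least 8% versus controls, or a plate z-score of at least 8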;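 note: Pro5 are CHO cells carrying HIG-tagged alpha-DG that lacks glycosylation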
iPSC survival up: enhancers of human iPSC single-cell survival; hiPSC single-cell survival, ATPlite luminescence; 100% = ROCK inhibitor wells, 0% = DMSO; survival enhancement, % at 20 µM; 360,000 tested, 0.044% active; AID 602274; in the data active = survival enhancement above about 18%;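 note: cells exposed to compounds for 16 hours before the ATP read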
Exocytosis inh: lytic granule exocytosis inhibition; TALL-104 LAMP-1 surface exposure, flow cytometry; cells stimulated with thapsigargin and PMA; inhibition, % at 10 µM; 360,000 tested, 0.66% active;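 active = inhibition above about 55%, limit read from the data; inconclusive = no clear call, values can overlap the other calls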
CaV13 FRET inh: Disruptors of the CACNA1D IQ motif to Ca2+-dependent inactivation inhibitor domain association, primary screening, Förster resonance energy transfer in intact living …. HEK cells, CFP/YFP FRET ICDI-IQ, plate reader, 10 min; percent FRET-ratio fall versus neutral wells. inhibition, % at 12.3 µM. 340,000 tested, 0.098% active;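 active = mean replicate inhibition of at least 30% and at least 1% of replicates passing that level; inconclusive = only one of the two criteria is met; inactive = neither criterion is met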;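 note: 0% = median of the neutral control wells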
H9c2 protect: protects H9c2 cardiomyocytes from peroxide injury; H2O2 injury protection, ATPLite, 2 h; protection from H2O2 cell death, % at 20 µM; 360,000 tested, 0.63% active; AID 588492;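 active = compounds giving at least 50% protection of heart cells from peroxide-induced death in the single-dose screen, raw or plate-pattern-corrected value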;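 note: 0% = DMSO wells with peroxide and 100% = DMSO wells without peroxide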
m5-HT2A agonist: mouse HTR2A agonism via beta-arrestin recruitment. P35363. CHO-K1 mHTR2A beta-arrestin complementation, luminescence; percent of 30 µM serotonin response. activation, % at 7.6 µM. 360,000 tested, 0.66% active. AID 624169;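 active = activation above a run cutoff, the mean activation of all tested compounds plus 3 SD, cut at about 14% in these data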;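 note: 0% = plate median of compound wells and 100% = 30 µM serotonin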
Glyco luc inh: blocks N-linked glycosylation in D54 reporter cells; D54 ERlucT glycosylation luciferase reporter, 24 h; percent of 100 nM tunicamycin response; reporter increase, % at 12.5 µM; 360,000 tested, 0.23% active; AID 588692;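 active = mean luciferase reporter signal, scaled so untreated is 0 and the glycosylation-blocking control 100, at or above a set limit in every replicate; inconclusive = mean reaches the limit but not every replicate does; inactive = mean below the limit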;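 note: luciferase carries N-glycosylation sites so blocking glycosylation raises the light; 0% = median of neutral control wells and 100% = median of 100 nM tunicamycin wells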
Vif inh: inhibitors of HIV Vif; HEK293T cells, Vif self-association by quenched fluorescence, imaging, 24 h; inhibition, % at 7.49 µM; 340,000 tested, 0.35% active; in the data active = inhibition above about 50%, passing the limit was not always enough; inconclusive = no clear call, values can overlap the other calls; inactive = below about 31%; note: some results filed as inactive read as strong as hits
* hit, by the source's call; u = inconclusive; x = no result given. The order is random, and some 3.1% of all compounds hit somewhere here.

SMILES | PDI turbidity | ABCB6 inh 2 | aDG glyco act | iPSC survival up | Exocytosis inh | CaV13 FRET inh | H9c2 protect | m5-HT2A agonist | Glyco luc inh | Vif inh
Cc1cc2ccccc2cc1C(=O)c1ccccc1 | -2.4 | 101.0 | -0.2 | 6.8 | 5.7 | -5.5 | -8.2 | 4.0 | -2.9 | 5.7
COc1ccc2nc(SCC(=O)N(C)C3CCCCC3)c(C#N)cc2c1 | -0.9 | 93.0 | 0.6 | 5.6 | -0.5 | -9.0 | 4.5 | 0.1 | -0.7 | -8.8
C=CCn1c(SCC(=O)Nc2cc3oc4ccccc4c3cc2OC)nnc1-c1cnccn1 | 3.8 | 94.0 | 1.0 | -1.6 | -0.2 | -5.9 | 13.7 | -2.1 | 0.4 | -4.7
Cc1ccc(CN2C3=NCCN3c3ccccc32)cc1 | -0.6 | 94.0 | 0.3 | 0.1 | -4.4 | -6.4 | -6.1 | -6.7 | -2.4 | -6.9
CCN1CCN(Cc2ccc(NC(=O)CC3Oc4ccc(C)cc4NC3=O)cc2)CC1 (stereo not given) | x | 102.0 | -0.1 | 3.0 | 1.5 | 0.9 | -0.2 | -5.0 | 0.3 | 2.5
CCCCC(c1nnnn1CCOC)N1CCN(C)CC1 (stereo not given) | 9.6 | 88.0 | 1.2 | -1.0 | -2.7 | -4.8 | -1.2 | -7.0 | 0.7 | 4.6
Cc1ccccc1NC(=O)NC1CCCCC1C (stereo not given) | 8.5 | 100.0 | -0.1 | -0.5 | -8.2 | -4.7 | -1.1 | 4.2 | 1.0 | -3.7
Cc1ccc(N=CC2=C(O)CC(c3cccc(Cl)c3)CC2=O)cc1 (stereo not given) | -7.1 | 92.0 | 0.3 | 1.3 | -5.0 | -4.1 | 2.5 | 3.6 | -1.2 | 4.2
CC(C)(C)OC(=O)NCCCCCNC(=O)c1nc[nH]c1C(=O)NCc1ccccc1 | -2.7 | 97.0 | 0.2 | 0.3 | -0.8 | -4.1 | 4.4 | -4.2 | -0.1 | 2.6
Cc1ccc(NC(=O)C2C(c3ccccc3)C=CC(c3ccccc3)C2C(=O)O)cc1 (stereo not given) | 9.2 | 93.0 | 0.4 | 1.6 | 1.0 | x | -5.7 | -1.3 | -0.3 | 4.4
CCN(CC)c1nc(N)c2c(N)nc3c(c2c1C#N)CC(c1ccccc1)O3 (stereo not given) | 1.1 | 110.0 | 1.2 | -0.9 | -5.9 | -8.4 | 6.2 | 0.7 | 6.0 | -3.4
COc1cc(C(=O)NCCNC(=O)c2ccc(C)nc2)cc(OC)c1OC | 10.3 | 97.0 | 0.0 | 1.6 | -1.6 | -6.8 | 3.5 | -3.4 | 1.7 | -2.9
C=CCOc1ccccc1CN(CCc1ccccc1)C(=O)c1cccc(S(C)(=O)=O)c1 | 6.6 | 96.0 | -0.1 | -0.1 | u | -3.8 | 8.9 | -0.3 | -2.4 | -8.6
O=C(NNC(=O)C1CCN(S(=O)(=O)c2cccc(C(F)(F)F)c2)CC1)C1CC1 | 1.2 | 101.0 | -0.2 | -0.2 | 2.9 | -1.5 | -1.4 | 3.1 | 0.2 | 4.0
Nc1cc(Cl)ccc1Oc1ccc(Cl)cc1 | -1.9 | 106.0 | 0.1 | -3.4 | 1.6 | -6.2 | -4.2 | -3.2 | -5.5 | x
COc1ccc(S(=O)(=O)N2CCOC2CNC(=O)C(=O)NCCCN2CCCC2=O)cc1OC (stereo not given) | -5.0 | 106.0 | 0.0 | -2.7 | 3.4 | -13.1 | 11.0 | 12.1 | 1.1 | 1.7
Nc1ncnc(Sc2ccc(Cl)cc2)c1[N+](=O)[O-] | -2.0 | 95.0 | 0.5 | -1.6 | -5.0 | -4.6 | -4.3 | 4.2 | 16.0 | -2.8
O=C1/C(=C/c2ccccc2[N+](=O)[O-])COc2ccccc21 | -9.1 | 100.0 | -0.6 | -1.4 | 83.8* | -2.7 | 1.9 | 2.0 | -15.9 | 7.0
CCOc1ccc(NS(=O)(=O)c2ccc(C(=O)NCC(c3ccco3)N3CCCCC3)cc2)cc1 (stereo not given) | -1.5 | 101.0 | 0.4 | 3.0 | -7.2 | -6.1 | -3.9 | -2.2 | -1.9 | -2.7
CCOC(=O)c1sc(-c2ccc(Cl)cc2Cl)nc1O | -4.8 | 104.0 | -0.2 | -0.1 | -1.0 | -19.7 | -9.2 | -1.9 | 3.3 | 2.8
O=S(=O)(c1ccc(Cl)c(F)c1)N1CCC(c2nc(-c3ccncc3)no2)CC1 | -2.5 | 96.0 | 1.2 | 1.0 | 1.3 | -4.0 | -2.4 | 6.3 | -0.2 | -6.1
S=c1[nH]nc(-c2ccccc2Cl)n1/N=C/C=C/c1ccco1 | -3.1 | 98.0 | 0.0 | -0.2 | -9.4 | -3.9 | 3.8 | 0.0 | 0.7 | 0.4
CC(=O)c1cccc(NC(=O)C2CCCN(S(C)(=O)=O)C2)c1 (stereo not given) | -9.2 | 103.0 | -0.2 | 0.0 | 6.9 | -7.1 | 2.6 | 2.2 | 2.0 | -5.6
O=C(CN(Cc1ccc(F)cc1)S(=O)(=O)c1ccccc1)N1CCCCC1 | 4.9 | 99.0 | 0.2 | 7.1 | -2.9 | x | 15.5 | -6.2 | -0.4 | -5.1
CN1CCN(CC(O)COCCOc2ccc(Br)cc2)CC1 (stereo not given) | -12.8 | 100.0 | 0.2 | 1.8 | 2.9 | -5.5 | -0.8 | 6.3 | 1.0 | 2.1
CCOCCCNC(=O)c1ccc(CS(=O)(=O)Cc2ccc(C)cc2)o1 | -2.1 | 96.0 | -0.1 | -0.6 | -2.1 | -6.7 | 0.8 | 1.1 | -0.8 | -0.2
CN(C)c1ccnc(N(Cc2ccccc2)Cc2ccccc2)c1C#N | 7.2 | 97.0 | 0.1 | -0.3 | -3.3 | x | -7.7 | -7.4 | -3.5 | 3.3
Cc1ccc(S(=O)(=O)Nc2ccccc2C(C(=O)OC(C)(C)C)C(=O)OC(C)(C)C)cc1 | x | x | -0.1 | x | 10.1 | -10.7 | x | 0.9 | x | x
C=CCN1C(=O)c2ccc(C(=O)NCCc3ccc(F)cc3)cc2C1=O | -8.3 | 101.0 | -0.1 | 0.1 | 14.1 | x | 4.8 | -1.3 | x | x
CC(=O)NC(c1cccc(F)c1)c1nc(-c2cnc3ccccc3c2)cs1 (stereo not given) | 0.5 | 101.0 | 0.0 | -0.8 | -6.4 | -5.1 | -3.5 | -2.8 | 3.7 | -1.1
Cc1cc(C)cc(NC(=O)CN2CCN(C(=O)c3cccs3)CC2)c1 | -1.4 | 98.0 | -0.2 | 2.4 | -3.4 | -17.7 | 2.3 | 4.9 | 0.0 | -2.3
CCCCC(CC)COC(=O)c1ccc(N(C)C)cc1 (stereo not given) | x | 95.0 | 0.0 | 4.1 | -0.3 | x | -1.3 | -0.7 | -1.4 | -9.0
Cc1nc2c(S(=O)(=O)c3ccccc3)cnn2c(C)c1C | 13.5 | 90.0 | -0.2 | -0.5 | -0.6 | -2.7 | -1.3 | -0.1 | 2.2 | -9.9
CN(C1CCCCC1)S(=O)(=O)c1cccc(C#N)c1 | -1.6 | 104.0 | -0.3 | 5.1 | -0.8 | -2.8 | -1.9 | 4.8 | 0.8 | 7.0
Cc1c(Cl)c([N+](=O)[O-])nn1CCCC(=O)Nc1cccnc1 | 0.9 | 100.0 | 0.1 | -0.8 | -0.6 | -14.4 | 14.3 | 0.5 | 1.4 | -0.2
CCN(CC)C(=O)CSc1nc(N)c2c3c(sc2n1)CC(C)CC3 (stereo not given) | -4.2 | 89.0 | 1.0 | -2.7 | -2.0 | x | -16.3 | -0.7 | 1.9 | -18.5
COC(=O)c1ccc2c(c1)C(=O)N(C1CCCCC1)C2=O | -0.4 | 96.0 | -0.2 | 0.1 | -2.0 | 0.6 | -3.3 | -3.0 | 0.6 | -3.5
COc1ccc(C(=O)Nc2n[nH]c(-c3ccncc3)n2)cc1 | -5.2 | 92.0 | -0.1 | -1.6 | -3.0 | -5.1 | -1.8 | -1.9 | 1.5 | 6.3
COc1ccc(C(=O)Nc2nnc(Cc3cccs3)s2)cc1OC | -6.1 | 92.0 | 0.7 | -0.6 | 5.5 | 0.1 | 12.6 | 6.7 | -0.8 | 3.6
OCCNNC(=S)NC1CC2C=CC1C2 (stereo not given) | 16.4 | 106.0 | 0.1 | -0.6 | 0.7 | -4.9 | 1.4 | -5.1 | -0.1 | -4.2
O=C1N=c2ccccc2=C1c1sc(=S)n(-c2ccc(O)cc2)c1O | 10.3 | 92.0 | 0.1 | -0.1 | 35.4 | 5.7 | 0.4 | 3.2 | -1.6 | -5.5
C=CCOc1ccc(/C(O)=C2/C(=O)C(=O)N(CCCN3CCOCC3)C2c2ccccc2)cc1 (stereo not given) | -8.3 | 98.0 | -0.2 | -0.1 | 2.3 | x | 6.7 | -2.4 | 0.4 | -2.8
COc1ccc(N=Cc2cc(Cl)ccc2O)cc1Cl | 2.7 | 91.0 | -0.4 | -0.8 | 1.8 | -5.5 | 71.9* | 1.7 | -2.6 | -7.8
O=C(COC(=O)c1ccccc1Nc1ccccc1)NCc1ccccc1Cl | 2.8 | 97.0 | 0.6 | 2.8 | 3.5 | -1.4 | -6.9 | 1.5 | -4.1 | -6.2
CN(C(=O)c1ccc2c(c1)C(=O)N(CCC1=CCCCC1)C2=O)C1CCCCC1 | 6.5 | 96.0 | 0.2 | 1.9 | 4.3 | -5.0 | -2.0 | -1.5 | -1.5 | -4.5
COc1cc(/C=C2/C(=O)N(c3ccc(C)c(C)c3)N=C2C)cc([N+](=O)[O-])c1O | 1.2 | 102.0 | 0.0 | -0.5 | -2.7 | -1.8 | 5.7 | 0.9 | -0.2 | -8.4
CCOC(=O)N1CCN(Cc2nc(CC3CC3)no2)CC1 | 1.4 | 99.0 | -0.3 | -0.8 | -0.2 | -4.9 | -5.3 | -1.9 | 1.3 | 7.9
O=C(NC(=S)NC1CCS(=O)(=O)C1)c1cccc([N+](=O)[O-])c1 (stereo not given) | -2.1 | 93.0 | 0.1 | 0.4 | -5.1 | -6.4 | -1.2 | 8.6 | 3.7 | -5.7
COc1cc2c[n+](C)c3c4ccccc4ccc3c2cc1OC | 1.2 | 93.0 | -0.2 | -3.1 | 0.1 | -1.8 | -4.0 | 7.2 | 33.9* | -8.1
COc1ccc(CCNC(=O)C(=O)NN=C2CCCCCCC2)cc1OC | 7.0 | 102.0 | 0.9 | -0.7 | -3.5 | -2.4 | -5.5 | 7.7 | 0.5 | 22.5
Cc1ccc(S(=O)(=O)c2c(N)n(NC(=O)C3CC3)c3nc4ccccc4nc23)cc1 | 4.1 | 98.0 | 0.7 | -0.4 | 1.3 | x | -3.1 | 4.7 | 0.3 | 1.3
OC(c1cccc(F)c1)c1ncc(-c2ccc3ccccc3c2)[nH]1 (stereo not given) | -6.6 | 91.0 | 0.0 | -1.5 | 15.3 | -10.4 | -12.7 | -3.4 | 1.4 | -13.9
